Screens as filed in PubChem BioAssay.
CDK5 inh: CDK5/p35 (human) kinase inhibition; Q00535+Q15078; Recombinant CDK5/p35, ADP-Glo luminescence, 60 min; inhibition, % at 10 µM; hit rate 0.01% among 330,000; AID 488839;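 active means highest replicate inhibition of at least 50% and at least 75% of replicates reaching 50%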;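 further: plate controls were DMSO neutral control for no effect and GW8510 at 10 µM for full effect; many of its hits are not listed in these tables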
NSD2 inh: inhibitors of human histone methyltransferase NSD2; inhibition, % at 12.5 µM; O96028; NSD2 peptide methylation, AlphaScreen, 120 min; AID 743445; hit rate 0.54% among 310,000; in the data active means inhibition above about 50%
RTF Ca sens inh: cardiac RTF calcium desensitization; inhibition, % at 7.15 µM; AID 493244; IANBD-labeled cardiac RTF, Ca2+ fluorescence; hit rate 0.12% among 340,000; P19429+P45379;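 active means inhibition above the mean inhibition of all tested compounds plus 3 SD, cut at about 17% in these data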;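 further: assay run at fixed EC70 calcium of 1.6 mM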
C-LANA FP: inhibitors of KSHV LANA C-terminal domain DNA binding; MBP-C-LANA/FAM-LBS DNA binding, fluorescence polarization; inhibition, % at 9 µM; hit rate 0.078% among 340,000;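 active means highest replicate inhibition at or above 60% at 9 µM, even if other replicates fall short; inactive means all replicates below 60% inhibition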;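 further: 0% = neutral control wells and 100% = 4 µM acridine orange control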
PfHsp90 yeast 2: reduces growth (ATP signal) of yeast expressing P. falciparum Hsp90 | S. cerevisiae expressing PfHsp90, BacTiter-Glo ATP, 48 h; yeast lacking PDR1 and PDR3 efflux regulators | inhibition, % at 9.4 µM | hit rate 0.32% among 310,000 | AID 504621;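 active means every replicate shows inhibition above about 80%, whatever the replicate mean, limit read from the data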;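 further: 0% = DMSO neutral controls and 100% = 20 µM radicicol positive controls; yeast relying on Plasmodium falciparum Hsp90 in place of its own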
RTF Ca sens act: cardiac RTF calcium sensitization; P19429+P45379; IANBD-labeled TnC RTF fluorescence at EC20 calcium; 0% EC20 calcium, 100% full calcium; activation, % at 7.2 µM; hit rate 0.24% among 340,000;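 active means activation above the mean over all tested compounds plus 3 SD, cut at about 30% in these data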;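 further: rise in fluorescence read as greater calcium sensitivity of cardiac thin filaments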
dFosB act: activators of mouse delta FosB homodimer; activation, % at 25 µM; P13346; purified delta FosB, TAMRA-CDK5 oligo fluorescence polarization; percent of positive-control signal above neutral wells; AID 493131; hit rate 0.99% among 340,000;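 active means mean activation above about 17%, with every replicate also reaching it, limit read from the data, passing the limit was not always enough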;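 further: fluorescence polarization rise as delta FosB binds a TAMRA Cdk5 AP-1 oligo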
Target sequence (P13346 whole entry, looked up): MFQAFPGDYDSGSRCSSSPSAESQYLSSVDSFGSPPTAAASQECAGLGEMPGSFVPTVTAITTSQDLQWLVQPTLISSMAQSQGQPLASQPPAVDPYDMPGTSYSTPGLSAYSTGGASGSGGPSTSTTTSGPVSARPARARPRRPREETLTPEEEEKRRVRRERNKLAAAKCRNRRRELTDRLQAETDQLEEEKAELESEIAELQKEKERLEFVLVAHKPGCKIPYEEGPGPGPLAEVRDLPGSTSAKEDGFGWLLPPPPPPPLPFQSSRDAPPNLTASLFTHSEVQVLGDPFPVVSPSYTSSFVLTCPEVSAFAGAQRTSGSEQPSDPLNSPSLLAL
Mot1-301 SUMO: inhibitors of SUMOylation pathway: yeast Mot1-301 growth rescue; growth rescue, % at 18.8 µM; AID 2716; S. cerevisiae Mot1-301 growth rescue, ATP luminescence, 38.5C; percent above DMSO median, 100 means doubled; hit rate 1% among 320,000;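 active means every valid replicate shows activation above 250% relative to neutral control wells; inactive means the rest, any valid replicate at or below 250%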;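 further: OY570 slx delta 5 strain wells were the positive control but not used for scaling; some compounds called inactive have numbers as strong as hits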
Keap1 Nrf2 FP: disrupts human Keap1 binding to Nrf2 peptide; Q14145; Keap1 Kelch-Nrf2 peptide fluorescence polarization, 1536-well; inhibition, % at 9.4 µM; hit rate 0.15% among 340,000; in the data active means inhibition above about 12%;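 further: human Keap1 Kelch domain with fluorescein labeled Nrf2 9mer peptide probe; 0% = neutral control wells and 100% = peptide positive control; higher means more block of Keap1 binding to Nrf2 peptide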
Target sequence (Q14145 whole entry, looked up, the tested form may be a part): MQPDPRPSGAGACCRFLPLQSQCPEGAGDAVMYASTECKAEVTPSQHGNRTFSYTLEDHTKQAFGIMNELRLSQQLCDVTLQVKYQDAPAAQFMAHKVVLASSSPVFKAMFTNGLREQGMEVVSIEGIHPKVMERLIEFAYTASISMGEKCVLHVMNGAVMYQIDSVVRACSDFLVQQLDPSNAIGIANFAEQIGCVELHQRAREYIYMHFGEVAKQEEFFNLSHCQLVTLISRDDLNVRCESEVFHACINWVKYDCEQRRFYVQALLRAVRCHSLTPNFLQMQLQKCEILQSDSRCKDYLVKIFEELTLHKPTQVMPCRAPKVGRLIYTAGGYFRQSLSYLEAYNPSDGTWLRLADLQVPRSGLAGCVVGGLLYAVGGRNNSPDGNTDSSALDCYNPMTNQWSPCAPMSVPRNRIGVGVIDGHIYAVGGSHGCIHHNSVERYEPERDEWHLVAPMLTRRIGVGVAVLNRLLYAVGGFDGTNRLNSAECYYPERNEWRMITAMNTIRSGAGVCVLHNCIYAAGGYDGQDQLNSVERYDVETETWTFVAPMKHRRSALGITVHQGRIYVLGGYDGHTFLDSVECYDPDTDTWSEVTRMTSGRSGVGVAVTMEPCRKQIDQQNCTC
PvdQ acylase: blocks Pseudomonas aeruginosa PvdQ acylase activity; purified PvdQ acylase, fluorescence plate reader; inhibition, % at 10 µM; hit rate 0.063% among 340,000; in the data active means inhibition above about 30%, passing the limit was not always enough;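 further: 0% = vehicle neutral wells and 100% = reference inhibitor wells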
Rtt109 HAT inh: blocks Candida albicans Rtt109/Vps75 acetyltransferase activity. Q5AAJ8. purified Rtt109/Vps75, ThioGlo CoA-SH fluorescence, 4 h. inhibition, % at 34.9 µM. hit rate 0.16% among 330,000;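 active means inhibition of at least 50% in every replicate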
Numbers without * were called inactive; . = not tested or not shown. Not a hit list. Share with any hit: about 3.2%.

SMILES | CDK5 inh | NSD2 inh | RTF Ca sens inh | C-LANA FP | PfHsp90 yeast 2 | RTF Ca sens act | dFosB act | Mot1-301 SUMO | Keap1 Nrf2 FP | PvdQ acylase | Rtt109 HAT inh
CCC1CCCCN1C(=O)CSc1nc2c([nH]c3ccccc32)c(=O)n1C (configuration not stated) | -1.6 | 0 | -1 | 1.2 | -21 | 2 | -9 | 631* | 5 | -3 | 2
O=C(COc1ccc(S(=O)(=O)N2CCCCC2)cc1)NCc1cccnc1 | 1.9 | -1 | -9 | -0.4 | -27 | 0 | -6 | -3 | -5 | -10 | -3
COc1ccc(NC(=O)C2CCCN(C(=O)c3ccc(Cl)cc3)C2)cc1S(=O)(=O)N(C)C (configuration not stated) | 0.5 | -3 | 2 | -0.9 | -1 | -2 | -4 | -12 | -5 | -12 | 7
CCCCNC(=S)N(CCCN(C)C)Cc1cc2cc3c(cc2[nH]c1=O)OCO3 | 0.0 | 0 | 0 | -0.6 | 7 | -2 | 7 | -2 | -2 | -4 | -3
CC1Cc2cc(/C(O)=C3/C(=O)C(=O)N(CCCn4ccnc4)C3c3ccc(Br)cc3)ccc2O1 (configuration not stated) | 2.5 | 13 | 6 | -2.3 | -9 | -5 | -10 | 17 | 0 | -1 | -2
COC(=O)C1=C(O)/C(=C\c2ccc(O)c(OC)c2)N=C1C | 1.2 | 6 | -9 | -4.4 | 2 | 6 | -4 | 253 | -4 | -3 | 18
O=C(Cn1cccc1C(=O)c1ccccc1)NCCN1CCOCC1 | 0.2 | -1 | 2 | -1.8 | -3 | 8 | 4 | 61 | -1 | 5 | 17
CC(=O)c1c(C)nc2ccccc2c1N | -0.4 | 9 | -1 | 3.2 | . | -1 | 3 | 46 | -3 | 3 | 25
CN(C)C(=O)COC(=O)c1cccc(CN2C(=O)c3ccccc3C2=O)c1 | -8.7 | -2 | 2 | -2.5 | -9 | -6 | 1 | -12 | -2 | -8 | 9
Cc1ccc(C)c(NC(=O)CSc2nc(=O)n(CCN3CCOCC3)c3c2CCCC3)c1 | 0.8 | -2 | -12 | . | -3 | 11 | 9 | -20 | . | -10 | .
O=C(CCCN1CCC(C(=O)c2ccc(F)cc2)CC1)c1ccc(F)cc1 | -0.1 | 0 | 0 | 0.1 | 0 | 0 | -2 | 3 | -2 | -5 | -3
CC(C)c1ccccc1NC(=S)N(C)C | 0.5 | -3 | -3 | 1.5 | 5 | 5 | -5 | -4 | 5 | 4 | -16
COc1ccccc1Nc1nc(-c2cccc(N3C(=O)c4ccccc4C3=O)c2)cs1 | -1.3 | 0 | -15 | -1.8 | 10 | 15 | 0 | 185 | -10 | -2 | -9
COc1cccc(CN2CC(C(=O)N(C)C3CCOCC3)CCC2=O)c1 (configuration not stated) | 1.7 | 0 | -6 | 0.3 | -63 | -1 | -5 | 4 | -3 | -10 | 7
Cc1cc(C(F)(F)F)nn1CC(=O)NNC(=S)Nc1ccc(F)cc1 | 0.4 | 0 | -5 | 1.1 | 3 | 1 | -2 | 7 | -2 | -9 | 2
CC(=O)Nc1ccc(NC(=O)c2cc(=O)c3ccccc3o2)cc1 | -1.9 | 4 | -12 | -0.9 | 6 | 2 | 3 | -6 | -4 | -15 | -2
O=C(COC(=O)c1ccc([N+](=O)[O-])cc1Cl)NC(=O)c1ccccc1 | -0.9 | -3 | -13 | -0.5 | 5 | 1 | -9 | 15 | -1 | -14 | 7
O=C(NC(Nc1nc2ccc([N+](=O)[O-])cc2s1)(C(F)(F)F)C(F)(F)F)c1ccccc1 | -2.0 | . | -16 | 2.2 | -1 | 3 | -6 | 6 | -5 | 17 | 23
Cc1ccc(CSc2nc3ccsc3c(=O)n2Cc2ccccn2)cc1 | 0.4 | -1 | -5 | 0.2 | 78* | 0 | -8 | -7 | -3 | -8 | 9
CC(C)Cn1c(=O)c(C(=O)NCc2ccc3c(c2)OCO3)c(O)c2ccccc21 | 0.3 | 3 | -7 | -1.6 | 32 | 7 | -6 | 3 | -2 | -9 | 0
CCOc1ccccc1N(C)S(=O)(=O)c1ccc2[nH]cc(C(=O)N(CCOC)CCOC)c(=O)c2c1 | -0.6 | 1 | -2 | 1.1 | -9 | 7 | -13 | -16 | -3 | -14 | -2
Cc1cc(C)c(NC(=O)c2cnn(C)c2)c(C)c1 | 0.6 | -1 | 1 | -0.7 | 6 | 8 | -7 | 11 | -3 | -7 | -11
c1cnn(Cc2cnc(N3CCOCC3)s2)c1 | 0.0 | -12 | -13 | 1.2 | -4 | -2 | -6 | -20 | 1 | -5 | -9
CCN(CC)c1ccc(/C=N/NC(=O)c2nnn(-c3nonc3N)c2-c2ccc(C)cc2)cc1 | . | -1 | -3 | 1.0 | -5 | 3 | -11 | 25 | 5 | 4 | 0
COCCOc1cc(NC(=O)CS(=O)CC(=O)N(C)C)c(Cl)cc1Cl (configuration not stated) | -1.0 | -3 | -9 | -2.1 | -38 | 3 | -3 | 9 | -5 | -10 | -3

Structures above marked active in PfHsp90 yeast 2:
| molecule | CDK5 inh | NSD2 inh | C-LANA FP | PfHsp90 yeast 2 | dFosB act | Mot1-301 SUMO | Keap1 Nrf2 FP | PvdQ acylase | Rtt109 HAT inh |
| --- | --- | --- | --- | --- | --- | --- | --- | --- | --- |
| Cc1ccc(CSc2nc3ccsc3c(=O)n2Cc2ccccn2)cc1 | 0.4 | -1 | 0.2 | 78* | -8 | -7 | -3 | -8 | 9 |

4 entries out of the list above, arranged by the number in PvdQ acylase, largest number first:
| structure | PvdQ acylase |
| --- | --- |
| O=C(NC(Nc1nc2ccc([N+](=O)[O-])cc2s1)(C(F)(F)F)C(F)(F)F)c1ccccc1 | 17 |
| O=C(CCCN1CCC(C(=O)c2ccc(F)cc2)CC1)c1ccc(F)cc1 | -5 |
| O=C(COc1ccc(S(=O)(=O)N2CCCCC2)cc1)NCc1cccnc1 | -10 |
| O=C(COC(=O)c1ccc([N+](=O)[O-])cc1Cl)NC(=O)c1ccccc1 | -14 |

Further entries
SMILES | CDK5 inh | NSD2 inh | RTF Ca sens inh | C-LANA FP | PfHsp90 yeast 2 | RTF Ca sens act | dFosB act | Mot1-301 SUMO | Keap1 Nrf2 FP | PvdQ acylase | Rtt109 HAT inh
COc1ccc(C(C(=O)NC(C)(C)C)N(C(=O)CNC(=O)c2cccs2)c2ccc(C)cc2)cc1OC (configuration not stated) | -2.0 | . | -2 | -0.2 | 6 | 1 | -8 | 1 | -5 | -25 | 2
COc1ccc(NC(=O)[C@@H]2CC=C[C@@H]3CCN(Cc4ccccc4)C(=O)[C@@H]32)cc1 | -9.3 | . | 4 | 0.1 | . | 8 | 3 | 23 | -3 | -2 | 3
c1ccc(COc2cccc(CN3CCCCC3)c2)cc1 | 0.9 | 2 | 0 | 0.9 | -2 | -8 | -1 | 12 | -1 | 18 | -1
CC(C(=O)Nc1cccnc1)C1Sc2ccccc2NC1=O (configuration not stated) | 0.0 | -2 | -9 | -1.4 | 15 | 0 | -8 | -8 | -5 | -9 | -16
Cn1c(CCC(=O)OCC(=O)NCc2ccc3c(c2)OCO3)nc(=O)c2ccccc21 | -3.6 | -3 | 1 | 1.5 | 12 | 3 | -5 | -5 | 0 | -12 | -7
CC[C@H]1OC(=O)[C@H](C)[C@@H](O[C@H]2C[C@@](C)(OC)[C@@H](O)[C@H](C)O2)[C@H](C)[C@@H](O[C@@H]2O[C@H](C)C[C@H](N(C)C)[C@H]2O)[C@](C)(O)C[C@@H](C)[C@@H]2N[C@@H](COCCOC)O[C@H]([C@H]2C)[C@]1(C)O | 0.3 | . | -9 | 4.1 | 17 | -3 | -2 | 3 | 1 | -7 | 13
Cc1ccccc1CCN(C(=O)CN1C(=O)c2ccccc2S1(=O)=O)C(C(=O)NCC1CCCO1)c1ccncc1 (configuration not stated) | -4.5 | 0 | 0 | 0.0 | -94 | -4 | -3 | 13 | -8 | -7 | 7
Cc1ccc(-c2nn(C)c(=O)c3ccccc23)cc1CO | -1.7 | 1 | 5 | 0.1 | 2 | -3 | 2 | 94 | 0 | 6 | 9
Cc1cccc(NC(=O)c2nc[nH]c2C(=O)N[C@@H](CCCCNC(=O)OC(C)(C)C)C(=O)OC(C)(C)C)c1 | 0.9 | . | -12 | -1.1 | 10 | -2 | -12 | -11 | 0 | 1 | 7
CCc1ccc(-c2cc(C)no2)cc1S(=O)(=O)NCc1ccco1 | . | 3 | -1 | 1.4 | 24 | -1 | -6 | -1 | -4 | -17 | 1
Cn1c(=O)[nH]c(=O)c2c1nc(NCCCO)n2Cc1ccc(F)cc1 | 0.5 | -1 | 5 | 1.1 | -3 | 3 | 2 | 3 | -8 | -15 | 4
CC12CCC(C(=O)N(NC(=O)c3cccnc3)C1=O)C2(C)C (configuration not stated) | 0.0 | -2 | 9 | 1.8 | 4 | -1 | -4 | -11 | 4 | -9 | 3
Cn1c(=O)c2c(nc(NC3CCCCC3)n2Cc2ccccc2)n(C)c1=O | 0.9 | . | 1 | 1.0 | -16 | -3 | -7 | 152 | 1 | 7 | 3
CCOC(=O)COc1c(OC)cc(Cl)cc1C1NC(=O)NC(C)=C1C(C)=O (configuration not stated) | 0.6 | 3 | -7 | -1.2 | -3 | 1 | -5 | 11 | -2 | -18 | -1
CC(/C=N/NC(=O)c1sc(N)nc1C)=C\c1ccccc1 | -1.7 | -3 | -7 | 2.5 | 2 | 10 | -5 | -3 | -3 | -11 | 1
Cc1ccc(S(=O)(=O)CCC(=O)Oc2ccc(-c3nnco3)cc2)cc1 | -0.2 | 7 | 4 | 0.0 | 9 | 10 | -7 | 10 | -8 | -10 | -2
CCOC(=O)c1c(S(=O)(=O)NCCCc2ccco2)c(C)n(C)c1C | -0.1 | 3 | -5 | 1.3 | -10 | 6 | -9 | -10 | -9 | -15 | -3
Cc1nc(C(N)=O)c(N)n1CCc1ccccc1 | 1.0 | -1 | 0 | -1.7 | 16 | -6 | -10 | -14 | -6 | 3 | 0
COc1cc(C2CC(=O)Oc3cc(C)c(Br)c(C)c32)cc(OC)c1OC (configuration not stated) | -4.2 | . | -7 | 1.3 | 5 | -5 | -3 | . | 6 | -7 | 5
Cc1cc(C)c(S(=O)(=O)NCC2CCC(C(=O)NCCCN3CCC(C)CC3)CC2)c(C)c1 (configuration not stated) | -0.9 | 2 | -13 | -0.7 | 27 | -1 | -10 | 7 | 1 | -11 | -2

Rewritten field by field: part of the list above.
COc1ccc(NC(=O)[C@@H]2CC=C[C@@H]3CCN(Cc4ccccc4)C(=O)[C@@H]32)cc1
  CDK5 inh: -9.3	NSD2 inh: .	RTF Ca sens inh: 4	C-LANA FP: 0.1	PfHsp90 yeast 2: .	RTF Ca sens act: 8	dFosB act: 3	Mot1-301 SUMO: 23	Keap1 Nrf2 FP: -3	PvdQ acylase: -2	Rtt109 HAT inh: 3
c1ccc(COc2cccc(CN3CCCCC3)c2)cc1
  CDK5 inh: 0.9	NSD2 inh: 2	RTF Ca sens inh: 0	C-LANA FP: 0.9	PfHsp90 yeast 2: -2	RTF Ca sens act: -8	dFosB act: -1	Mot1-301 SUMO: 12	Keap1 Nrf2 FP: -1	PvdQ acylase: 18	Rtt109 HAT inh: -1
